p53ts 39C tox: cytotoxicity in p53ts cells at nonpermissive temperature | AID 902 | Potency, µM (highest dose often 46.1 µM), for the others: at the highest dose activity change, negative = cell killing, actives largely listed as cytotoxic | H1299-p53A138V viability at 39C, ATP luminescence, 24 h | 130,000 tested, 1.5% active; note: nearly all actives have a fitted effect of over 55% in size
Imprint erasure: induces erasure of genomic imprints in mouse ES cells. mouse ES Peg3-LacZ reporter, beta-gal luminescence, 40 h. Potency, µM (doses to about 60.7 µM), without a hit: top-dose activity change, positive = activation, most hits filed as activators. 110,000 tested, 0.02% active;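 note: 0% = negative control wells on the plate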
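Gelatin-coated wells received 300 freshly trypsinized female ES cells with a Peg3LacZ-Neo reporter on the maternal allele, then incubated 40 hours at 37C. BetaGlo was added for 5 minutes at room temperature before a single luminescence read.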
p53ts 32C kill: kills p53ts cells at the permissive temperature. Potency, µM (highest dose often 46.1 µM), without a hit: top-dose activity change, negative = cytotoxicity, actives largely listed as cytotoxic. 130,000 tested, 0.93% active. H1299-p53A138V at 32C, ATP luminescence viability, 24 h;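 note: 0% = DMSO and -100% = full killing by reference compound; nearly all actives have a fitted effect of over 55% in size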
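H1299-p53 A138V cells (temperature-sensitive p53) exposed 24 h to up to 46 uM compound at 32C, where p53 is wild-type in conformation. Viability read as ATP luminescence and normalised to DMSO and 100 uM tamoxifen. AC50 fitted with the Hill equation.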
IkB sig inh: inhibitors of IkB signaling in ABC-DLBCL cells. ABC-DLBCL IkBa-CBG/CBR dual luciferase ratio, 4 h; response scale: scaled: untreated 0%, proteasome inhibitor 100%. Potency, µM (doses to about 57.1 µM), inactives show at the highest dose IkBa stabilization activation. 110,000 tested, 0.04% active. AID 445; active = well fitted curve in the direction sought with a large enough effect in the signal ratio, not every such curve was filed as active; inconclusive = small, poorly fitted or top-dose-only effect, or a change in a side signal; the % refers to the signal ratio;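 note: the direction sought is a rising ratio; 0% = basal untreated cells and 100% = reference inhibitor full response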
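Curves were fitted separately to fusion (green), unfused (red) and ratio luminescence, then classed by r2, magnitude and activity. Cells: OCI-Ly3, 4 h compound plus doxycycline at 37C; 10 uM MG-132 defined full response.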
* = called active by the depositor; u = inconclusive; x = no result given; [ ] = another dose, or the depositor's remark. Unless noted, calls come from the whole dose curve; as a rule, active = well fitted curve in the direction sought with a large enough effect; inconclusive = small, poorly fitted or top-dose-only effect, or another doubt; inactive = no such curve, though single readings can be large; an effect the other way counts as inactive or inconclusive. Unless noted, % is set by controls: 0 for no effect and ±100 for the full control effect; potency is the fitted concentration of half-maximal effect.

SMILES	p53ts 39C tox	Imprint erasure	p53ts 32C kill	IkB sig inh
Oc1ccccc1Cn1c(-c2ccccc2O)nc2ccccc21	4%	-34%[inhibitor]	5%	u
COc1ccccc1CNC(=O)CCn1nc(C)c2c(C)n(-c3ccccc3)nc2c1=O	3%	27%[10.9 µM]	7%	2.4%
Nc1cc(C(=O)O)[nH]c(=O)n1	5%[9.22 µM]	23%[10.9 µM]	-1%[9.22 µM]	0.9%[11.4 µM]
c1ccc(Oc2cccc(CN3CCOCC3)c2)cc1	0%	-10%	-2%	0.3%
Cc1noc(C)c1-c1nccc(-n2ccnc2)n1	13%	6%	13%	-0.9%[11.4 µM]
O=c1c(-c2cc(F)cc(F)c2)nc2cnc(N3CCOCC3)nc2n1C1CC1	6%	x	2%	-1.7%[11.4 µM]
CNC(=O)CCSc1ccc(C)cc1	3%	x	-2%	x
O=c1c2[nH]c3ccccc3c2ncn1Cc1ccncc1	3%	-17%	-10%	-0.5%
CCc1ccc(CN(C)CCc2ccccn2)cc1	-6%	-5%	-10%	-1.4%
Brc1ccc2[nH]ncc2c1	2%	-2%	8%	0.3%
N#Cc1cccc(-n2nnnc2-c2ccc3c(c2)OCO3)c1	0%	u	-6%	-0.1%
Cc1c(Cl)cccc1NC(=O)N1CCN(C(=O)c2nsc3ccccc23)CC1	-19%	24%[10.9 µM]	12%	1.0%
Cc1ccc(C)c(NC(=O)Cn2c(=O)n(CC3CCCO3)c(=O)c3ccccc32)c1 (stereo unspecified)	-2%	15%[10.9 µM]	4%	-0.4%
CC(=O)c1cn(CC(=O)NCC2CCCO2)c2ccccc12 (stereo unspecified)	-3%	7%	-6%	0.8%
COc1ccc2oc(=O)cc(CN3CCN(C(=O)c4ccccc4F)CC3)c2c1	-6%	-10%[10.9 µM]	6%	u
CC1=C(c2ccc(C)c(C)c2)S(=O)(=O)N=C1N1CCN(c2cccc(C(F)(F)F)c2)CC1	-26%	-10%[10.9 µM]	-8%	0.0%
CC(C(=O)Nc1ccccc1-c1ccccc1)N1CCOCC1 (stereo unspecified)	4%	-4%	2%	0.4%
COc1ccc(CCNC(=O)C2(C)CCC(=O)N2CCC(C)C)cc1OC (stereo unspecified)	7%	7%	-1%	1.6%
O=c1c2ccccc2[nH]c(=S)n1C1CCCCC1	-5%	-11%	-9%	-1.1%
CCOC(=O)N1CCN(C(=O)CCc2ccc(S(=O)(=O)NCCc3ccccc3)cc2)CC1	12%	-16%	10%	3.0%
Cc1nn(CCCC(=O)Nc2cccc(C(F)(F)F)c2)c(=O)c2nn(-c3ccccc3)c(C)c12	20%	13%[10.9 µM]	-5%	-1.7%
CCOC(=O)c1c(C)[nH]c(CCC(=O)NCc2ccc(N(C)C)cc2)c1C	-4%	-7%[10.9 µM]	0%	-2.8%
CN(C)S(=O)(=O)c1ccc(S(=O)(=O)N(Cc2ccccn2)Cc2ccco2)cc1	-23%	-12%	-2%	0.6%
CCOC(=O)c1c(C)oc2nc(C)nc(NCc3ccccc3OCC)c12	-9%	27%[10.9 µM]	7%	0.6%
CCOC(=O)c1ccc(N2CCN(c3cccc(OC)c3)CC2)c(NC(=O)Nc2ccc(OCC)cc2)c1	14%	-12%[10.9 µM]	-8%	0.0%
CC(C)NC(=O)c1ccc2c(c1)nnn2C	5%	-2%	-3%	-0.5%
CCc1c(C)nc2nncn2c1Nc1cccc(C)c1	-17%	-8%[10.9 µM]	5%	-1.3%
CCOc1ccc2nc(N3CCC(C(=O)N4CCN(c5ncccn5)CC4)CC3)sc2c1	-25%	-6%	-29%	10.0%
Cc1ccc(-n2c(SCn3nnc4ccccc4c3=O)nnc2-c2cccnc2)c(C)c1	-5%	-12%	-2%	-0.1%
CC(=O)c1cccc(NC(=O)Cn2cc(C(=O)c3cccc(Cl)c3)c(=O)c3ccc(C)nc32)c1	-11%	-14%[10.9 µM]	17%	u
CCOc1ccc(N2C(=O)N(Cc3c(F)cccc3Cl)c3ccccc3S2(=O)=O)cc1	1%	-13%[10.9 µM]	5%	-1.7%
O=C1CSc2ccccc2N1Cc1ccccc1F	-2%	-6%	3%	12%
CC1(C)Cc2c(C#N)c(NC3CCCCC3)nc(-c3ccco3)c2CO1	8%	1%	1%	2.6%
C/C(CCC(=O)OC[C@@H]1O[C@H](C#Cc2ccccc2)C=C[C@@H]1Oc1ccc(C)cc1)=N/OC[C@@H](O)COCc1ccco1	3%[9.22 µM]	x	-1%[9.22 µM]	x
COC(=O)CC1C(C)(C)C(O)C2CC3=C4C=C(OC)OC(c5ccoc5)[C@]4(C)CCC3[C@@]1(C)C2=O (stereo partly specified)	-9%	-19%	-7%	x
Cn1c(-c2ccccc2)cc(=O)c2ccccc21	6%	-7%	-3%	-0.4%
CCOC(=O)CCSCC(=O)Nc1nnc(C)s1	15%	-12%	3%	0.6%
Cc1ccc(-c2cc(C(F)(F)F)n3ncc(-c4ccc(Cl)cc4)c3n2)cc1	9%	4%[10.9 µM]	5%	-0.9%
Cc1ccc(OCCSc2nc3ccc(NC(=O)c4cccs4)cc3s2)cc1	9%	-14%[10.9 µM]	-10%	-0.6%
Cc1ccc(S(=O)(=O)N2CCN(C(=O)CSC3CCCC3)CC2)c(C)c1	-13%	3%	1%	-0.2%
Cc1ccc(-n2nc3ccc(NC(=O)c4oc5ccc(C)cc5c4C)cc3n2)cc1	11%	-13%[10.9 µM]	-6%	1.3%
COc1ccccc1NC(=O)c1ccccc1NC(=O)c1ccccc1	-26%	-5%[10.9 µM]	2%	u
COc1cccc(CNc2ccc(S(=O)(=O)Nc3nccs3)cc2)c1O	0%	-10%	3%	0.1%
COCCCN(C(=O)Nc1ccc(C)c(C)c1)C(C)c1ccccn1 (stereo unspecified)	2%	-17%	1%	-1.6%
C=CCn1c(SCC(=O)c2ccc(O)c(O)c2)nnc1-c1ccccc1OC	1%	-14%	18%	u
CCCCC(=O)NCCc1c(Cc2ccccc2)[nH]c2ccccc12	0%	-18%	29%	u
Cc1cnc(C(=O)Nc2cccc3ncccc23)cn1	11%	-40%[inhibitor]	-5%	3.9%
CCOc1ccc(Nc2c(S(=O)(=O)c3ccc(C)cc3)cnc3cc(OC)c(OC)cc23)cc1	-23%	-13%[10.9 µM]	28%	u
CCOC(=O)c1ccc(Oc2nc(OC)nc(N(C)C)n2)cc1	1%	-10%	6%	-1.0%
CCN(c1ncnc2c1cnn2-c1ccc(C)cc1)C1CCCCC1	20µM*	-15%[10.9 µM]	u	0.4%
COc1cccc(-c2csc(N3CCN(C(=O)NC45CC6CC(CC(C6)C4)C5)CC3)n2)c1	-1%	x	-3%	x
COc1ccccc1N1CCN(C(=O)c2cc3c(=O)n(C)c4ccccc4c3s2)CC1	8%	20%[10.9 µM]	3%	u
CC(Oc1ccc(Cl)cc1Cl)C(=O)Nc1ccncc1 (stereo unspecified)	2%	-7%	14%	0.1%
CCOC(=O)C1=C(O)/C(=C/c2cn(CC(=O)N3CCCC3)c3ccccc23)SC1=Nc1ccccc1	-7%	x	-15%	x
C[C@@H]1CN2[C@H](c3ccc(Br)cc3)[C@H](C)CC[C@H]2C(=O)O1	-2%[9.22 µM]	x	6%[9.22 µM]	x
COc1ccc(-c2noc(CN(C(=O)c3ccc(C)cc3C)C(C)C)n2)cc1	-24%	-4%[10.9 µM]	-2%	u
CCn1c(=O)c2sccc2n2c(CCCC(=O)N3CCN(c4cc(Cl)ccc4C)CC3)nnc12	5%	-16%[10.9 µM]	-6%	u
CC1CCCN(c2nc3c(c(=O)[nH]c(=O)n3C)n2CCCc2ccccc2)C1 (stereo unspecified)	-17%	-18%	-17%	u
O=C(CC1N=C2c3ccccc3N=C(SCc3ccccc3F)N2C1=O)NCc1ccc2c(c1)OCO2 (stereo unspecified)	-13%	-16%[10.9 µM]	13%	u
CCN(CC)S(=O)(=O)c1ccc2nc(CSc3nnnn3-c3ccc(O)cc3)[nH]c2c1	6%	-12%	6%	0.1%

A different layout for part of the listing above:
Under each structure: p53ts 39C tox, Imprint erasure, p53ts 32C kill, IkB sig inh
- CCN(c1ncnc2c1cnn2-c1ccc(C)cc1)C1CCCCC1
→ 20µM*, -15%[10.9 µM], u, 0.4%
- COc1cccc(-c2csc(N3CCN(C(=O)NC45CC6CC(CC(C6)C4)C5)CC3)n2)c1
→ -1%, x, -3%, x
- COc1ccccc1N1CCN(C(=O)c2cc3c(=O)n(C)c4ccccc4c3s2)CC1
→ 8%, 20%[10.9 µM], 3%, u
- CC(Oc1ccc(Cl)cc1Cl)C(=O)Nc1ccncc1 (stereo unspecified)
→ 2%, -7%, 14%, 0.1%
- CCOC(=O)C1=C(O)/C(=C/c2cn(CC(=O)N3CCCC3)c3ccccc23)SC1=Nc1ccccc1
→ -7%, x, -15%, x
- C[C@@H]1CN2[C@H](c3ccc(Br)cc3)[C@H](C)CC[C@H]2C(=O)O1
→ -2%[9.22 µM], x, 6%[9.22 µM], x
- COc1ccc(-c2noc(CN(C(=O)c3ccc(C)cc3C)C(C)C)n2)cc1
→ -24%, -4%[10.9 µM], -2%, u
- CCn1c(=O)c2sccc2n2c(CCCC(=O)N3CCN(c4cc(Cl)ccc4C)CC3)nnc12
→ 5%, -16%[10.9 µM], -6%, u
- CC1CCCN(c2nc3c(c(=O)[nH]c(=O)n3C)n2CCCc2ccccc2)C1 (stereo unspecified)
→ -17%, -18%, -17%, u
- O=C(CC1N=C2c3ccccc3N=C(SCc3ccccc3F)N2C1=O)NCc1ccc2c(c1)OCO2 (stereo unspecified)
→ -13%, -16%[10.9 µM], 13%, u
- CCN(CC)S(=O)(=O)c1ccc2nc(CSc3nnnn3-c3ccc(O)cc3)[nH]c2c1
→ 6%, -12%, 6%, 0.1%

Other structures follow.
SMILES	p53ts 39C tox	Imprint erasure	p53ts 32C kill	IkB sig inh
CCOC(=O)C1=C(CSc2nc(CC)c(C)cc2C#N)OC(N)=C(C#N)C1c1ccc(OC)cc1 (stereo unspecified)	-6%	x	0%	x
Cc1noc(C)c1C(=O)Nc1ccccc1-c1ccccc1	9%	-8%	8%	3.1%
Cc1ccccc1C(=O)Nc1ccc2nc(SCCOc3ccccc3)sc2c1	3%	-23%[10.9 µM]	-12%	u
CCOC(=O)c1cc(-c2ccc(C)cc2)nn1Cc1ccccc1	-19%	-14%[10.9 µM]	-6%	-0.2%
CCc1cnc2c(c1SCCC(C)C)c(=O)n(C)c(=O)n2C	-6%	-7%[10.9 µM]	-2%	u
Cc1ccc2c(c1)CCCN2C(=O)c1ccncc1	12%	-5%	2%	-2.3%
O=C(CSc1nnc(-c2cccs2)n1-c1ccccc1)NCc1ccc2c(c1)OCO2	13%	-23%	6%	-0.7%
COC(=O)[C@@H]1C[C@H]1[C@@H](NC(=O)c1ccc(Br)cc1)c1ccccc1	-20%	-6%	1%	x
CCOc1ccc(Cl)cc1S(=O)(=O)N1CCN(c2ccc(F)cc2)CC1	0%	-6%	3%	2.7%
Cc1nc2ccccc2c(=O)n1-c1ccc(NC(=O)C(F)(F)F)cc1	6%	12%[10.9 µM]	-1%	-2.2%
O=C(Cn1nnc2ccccc21)OCC(=O)c1ccccc1	10%	x	u	x
Cc1c(C(=O)O)oc2c1-c1nn(Cc3ccc(Cl)cc3)cc1CC2	-8%	13%[10.9 µM]	12%	u
O=C(Cn1c(=O)n(Cc2ccco2)c(=O)c2ccccc21)Nc1ccc(Cl)cc1Cl	u	-4%[10.9 µM]	-28%	-1.8%
Cn1cc(C(=O)NCc2ccccc2Cl)c(=O)c2cc(S(=O)(=O)N3CCCCCC3)ccc21	11%	-9%[10.9 µM]	1%	-1.4%
CCOc1cc2sc(N3CCC(C(=O)Nc4ccc(CC)cc4)CC3)nc2cc1Br	u	-5%[10.9 µM]	-4%	u
CC1(C)CNC(=O)CC(C)(C)N1O	4%	4%	-10%	-0.5%
COc1ccc(-n2c(=O)c3sc4ccccc4c3n(CC(=O)Nc3cccc(C)c3)c2=O)cc1	-14%	-6%[10.9 µM]	-1%	u
O=C(Nc1cnn(Cc2ccccc2)c1)c1cc2nc(-c3ccco3)cc(C(F)(F)F)n2n1	-8%	-7%	-1%	1.0%
COc1ccc(C)cc1S(=O)(=O)N(C)CC(=O)NCc1ccco1	4%	-4%	0%	10%
O=C(Nc1ccc(S(=O)(=O)NC2CCCC2)cc1)c1cnccn1	-4%	x	-7%	-2.7%
COc1ccc(Cn2nnnc2C(c2cc3cccc(C)c3[nH]c2=O)N2CCOCC2)cc1 (stereo unspecified)	5%	-5%	3%	-0.5%

Screening results: PubChem, National Center for Advancing Translational Sciences (NCATS)
